Compound activity from PubChem.
Pf growth 96h – P. falciparum growth inhibition at 96 hour, primary screen for plastid delayed-death inhibitors; P. falciparum luciferase reporter growth, 96 h; Potency, µM (series often up to 28.7 µM), without a hit: top-dose activity change, negative = inhibition, usual class: inhibitors; hit rate 6.9% among 320,000; AID 504834
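Infected RBCs, 2% Hct / 0.05% parasitemia final; luciferase-reporter P. falciparum; cpd 96 h, 37 C, 5% CO2; luciferase detection reagent; luminescence.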
Tb PYK inh – blocks Trypanosoma brucei pyruvate kinase; Potency, µM (highest dose often 76.8 µM), without a hit: at the top dose activity, negative = inhibition, usual class: inhibitors; hit rate 0.12% among 410,000; TbPYK enzyme, Kinase-Glo Plus ATP luminescence, 45 min; AID 624173; Q57TT1; further: nearly all actives have a fitted effect of over 50% in size
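TbPYK + substrate in 50 mM TEA pH 7.2, 100 mM KCl, 10 mM MgCl2, 0.05% BSA, 0.01% Tween-20; cpd pinned; ADP 130 uM final; 45 min RT; Kinase-Glo Plus 10 min; luminescence endpoint.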
Pf growth 48h – P. falciparum growth inhibition at 48 hours (one generation) | P. falciparum luciferase growth in erythrocytes, 48 h | Potency, µM (highest dose often 28.7 µM), without a hit: at the highest dose activity change, negative = inhibition, most hits filed as inhibitors | hit rate 5.9% among 310,000
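First compound was added to culture medium, then infected red cells at 0.1% parasitemia and 2% hematocrit (final). After incubation at 37 C under 5% CO2, luciferase detection reagent was dispensed and light output recorded.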
HCV inh – blocks hepatitis C virus | Huh7.5.1 HCVcc-Cre infection, luciferase reporter, 44 h | Potency, µM (titrated, usually from 41.8 µM), for the others: at the highest dose activity change, negative = inhibition, hits mostly inhibitors | hit rate 3.4% among 340,000
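Luciferase read-out (15 sec integration) after a 15 min room-temperature substrate step quantifies HCVcc-Cre infection. Cells, 1,000 per well, had compound added 4 h post-plating, then virus at ~0.5 moi, and were cultured 44 h.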
LmPK inh – inhibitors of Leishmania mexicana pyruvate kinase. hit rate 0.37% among 290,000. purified LmPK, Kinase-Glo ATP luminescence, 1 h. Potency, µM (titrated, usually from 57.5 µM), for inactives: at the top dose activity change, negative = inhibition, actives largely listed as inhibitors
Target sequence (Q27686 whole entry, looked up): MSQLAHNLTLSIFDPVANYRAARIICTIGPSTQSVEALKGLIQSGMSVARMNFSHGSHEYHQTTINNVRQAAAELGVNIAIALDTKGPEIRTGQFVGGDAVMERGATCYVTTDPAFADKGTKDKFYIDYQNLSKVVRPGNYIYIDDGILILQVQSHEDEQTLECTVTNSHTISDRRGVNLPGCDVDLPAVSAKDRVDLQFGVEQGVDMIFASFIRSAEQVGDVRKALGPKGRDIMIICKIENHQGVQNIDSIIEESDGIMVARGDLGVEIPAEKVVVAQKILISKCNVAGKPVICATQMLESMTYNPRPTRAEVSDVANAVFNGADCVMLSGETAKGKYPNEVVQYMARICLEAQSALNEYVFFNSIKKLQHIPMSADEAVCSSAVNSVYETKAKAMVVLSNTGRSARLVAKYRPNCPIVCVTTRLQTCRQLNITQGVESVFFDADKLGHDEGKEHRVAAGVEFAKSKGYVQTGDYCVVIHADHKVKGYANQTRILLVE
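0.1 nM LmPK, 0.5 mM PEP, 0.1 mM ADP; 50 mM imidazole pH 7.2, 7 mM MgCl2, 50 mM KCl; 1 h RT. Kinase-Glo luminescence readout, normalized to no-enzyme (full inhibition) and uninhibited wells.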
Sm TGR inh – S. mansoni TGR enzyme inhibition; Q962Y6; purified TGR, DTNB reduction, TNB absorbance 405 nm; Potency, µM (titrated, usually from 114 µM), without a hit: at the highest dose activity change, negative = inhibition, actives largely listed as inhibitors; hit rate 3% among 360,000; further: nearly all actives have a fitted effect of over 60% in size
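Kinetic colorimetric format: TGR-catalysed, NADPH-driven DTNB reduction monitored via TNB absorbance. Enzyme dispensed at 20 nM; compound exposure 15 min at room temperature before reaction start.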
* = called active by the depositor; u = inconclusive; x = no result given; [ ] = dose if it differs, or a comment. The call rests on the fitted dose curve; in most records, active means well fitted curve in the direction sought with a large enough effect; inconclusive means small, poorly fitted or top-dose-only effect, or another doubt; inactive means no such curve, though single readings can be large; an effect the other way counts as inactive or inconclusive. On the % scale 0 is the no-effect control and ±100 the full control effect; potency means the concentration at half of the fitted maximal effect.

SMILES | Pf growth 96h | Tb PYK inh | Pf growth 48h | HCV inh | LmPK inh | Sm TGR inh
[NH-]c1ncnc2c1N=C[N+]2=CC=CCO | 0% | -4% | 2% | -4% | 2% | u
Cc1n[nH]c(C)c1S(=O)(=O)Nc1ccc2c(c1)OCCO2 | 51%[activator] | -1% | 195%[activator] | u | 3% | 0%
CN(C(=O)COC(=O)c1ccc2[nH]c3c(c2c1)CCCC3)C1CCS(=O)(=O)C1 (centres undefined) | 21% | 9% | -1% | u | 3% | 8%
O=c1cc(N2CCCCC2)c(-c2ccccc2)nn1Cc1cccc(Cl)c1 | u | -2% | u | 4% | 2% | 43%[activator]
CCOC(=O)c1sc(NC(=O)CCCCCN2C(=O)c3cccc4cccc(c34)C2=O)nc1C | 0% | 0% | 35%[activator] | u | 2% | -16%
COc1ccc(C(C)NC(=O)Cc2ccc(Br)cc2)cc1 (centres undefined) | u | 4% | -5% | u | -2% | -9%
O=[N+]([O-])c1ccc(NC(=S)NCc2ccncc2)cc1 | u | 6% | 8% | u | 8% | -35%
COc1ccc(NC(=O)CSc2ncnc3c2nnn3-c2ccc(F)cc2)c(OC)c1 | 121%[activator] | 3% | 2% | -14% | 4% | 7%
O=C1NC[C@H](c2ccccc2)N(CCC23CC4CC(CC(C4)C2)C3)C1=O | u | -6% | u | 9% | x | -3%
COc1cccc2c(=O)n(CC(=O)Nc3ccc(F)cc3F)ccc12 | 0% | 1% | -1% | 9% | -6% | 1%
O=C(CNc1ccccc1)N/N=C/c1ccc([N+](=O)[O-])cc1 | 48%[activator] | -11% | 26% | 1% | 3% | 4%
CN(Cc1ccccc1)S(=O)(=O)c1ccc(N2CCOCC2)nc1 | 24% | 5% | 8% | -16% | 2% | 3%
COc1ccc(S(=O)(=O)N2CCN(C(=O)c3ccco3)CC2)cc1OC | 17% | u | x | 14% | -6% | 1%
CC(Nc1ccc(Br)cn1)c1cc(Cl)ccc1O (centres undefined) | x | -20% | u | -25% | 2% | 13%
Cc1ccccc1C(=O)NC1CC2CCCC(C1)N2C(=O)Nc1ccccc1 (centres undefined) | 41%[activator] | 5% | 3% | 5% | 4% | -12%

Given as a markdown table: 5 of the compounds above
| molecule | Pf growth 96h | Tb PYK inh | Pf growth 48h | HCV inh | LmPK inh | Sm TGR inh |
| --- | --- | --- | --- | --- | --- | --- |
| [NH-]c1ncnc2c1N=C[N+]2=CC=CCO | 0% | -4% | 2% | -4% | 2% | u |
| O=C(CNc1ccccc1)N/N=C/c1ccc([N+](=O)[O-])cc1 | 48%[activator] | -11% | 26% | 1% | 3% | 4% |
| O=c1cc(N2CCCCC2)c(-c2ccccc2)nn1Cc1cccc(Cl)c1 | u | -2% | u | 4% | 2% | 43%[activator] |
| CN(C(=O)COC(=O)c1ccc2[nH]c3c(c2c1)CCCC3)C1CCS(=O)(=O)C1 (centres undefined) | 21% | 9% | -1% | u | 3% | 8% |
| CC(Nc1ccc(Br)cn1)c1cc(Cl)ccc1O (centres undefined) | x | -20% | u | -25% | 2% | 13% |

More structures:
SMILES | Pf growth 96h | Tb PYK inh | Pf growth 48h | HCV inh | LmPK inh | Sm TGR inh
COc1cc2c(c(OCC(=O)NC(C)C)c1)C(=O)O[C@@H](C)CCCC(=O)CCCCC2 | u | -6% | u | u | 0% | 0%
O=C(Cn1nnc(-c2ccc(Cl)cc2)n1)NC1CCS(=O)(=O)C1 (centres undefined) | -5% | 3% | 2% | 1% | x | 3%
CC(NC(=O)Cc1ccccc1)c1ccc(F)cc1 (centres undefined) | -3% | -10% | 16% | 24% | -2% | 7%
CCc1nnc(NC(=O)C2(C)COC(c3ccc(OC)cc3)OC2)s1 (centres undefined) | u | -5% | u | u | 8% | -4%
O=C(NC1CCCC1)C1CCCN1C(=O)Oc1ccccc1 (centres undefined) | 58%[activator] | -2% | -6% | 17% | 13% | 6%
Cc1sc2nc(C)n(/N=C/c3ccccc3O)c(=O)c2c1C | -1% | -10% | x | 11% | 5% | -18%
Cc1ccc(NC2=NCCCS2)cc1Cl | 4% | -2% | 5% | 7% | 3% | 5%
O=C(NCC(c1ccco1)N1CCCC1)c1cccc(S(=O)(=O)Nc2ccc(F)cc2)c1 (centres undefined) | 15µM* | 0% | 13µM* | u | x | -10%
CN(C)n1cccc1/C=C(\C#N)S(=O)(=O)c1ccc(Cl)cc1 | 24% | 0% | -2% | -17% | 1% | 4%
COc1cc2ccccc2cc1C(=O)Nc1sc2c(c1C(N)=O)CCN(C(C)C)C2 | 5.9µM* | x | 8.3µM* | x | -4% | -1%
Cc1ccc(N2C(=O)CC(Cc3cc(C)cc(C)c3)C2=O)cc1 (centres undefined) | -2% | 0% | -13% | -5% | 1% | x
COc1cccc(C(=O)Nc2ccc3c(c2)C(=O)N(CC2CCCO2)C3=O)c1 (centres undefined) | -16% | 4% | u | -16% | -5% | 3%
CCCC(C(=O)NCc1ccco1)N(Cc1ccco1)C(=O)CNS(=O)(=O)c1ccccc1 (centres undefined) | u | -7% | -7% | 4% | 4% | -31%
O=C1CCC(=O)N1CC(=O)N1c2ccccc2Sc2ccccc21 | x | 2% | -10% | -1% | 2% | -7%
Cc1cccc(N2CCN(C(=O)CCNS(=O)(=O)c3ccc4c(c3)oc(=O)n4C)CC2)c1C | 1.3µM* | -2% | u | u | -2% | 4%
CCc1ccc[n+](-c2nc3ccccc3nc2C(=C=[N-])C#N)c1 | -14% | -2% | 35%[activator] | 10% | -10% | 5%
COc1cc(C(=O)OCc2cc(=O)oc3c(C)c(C)ccc23)ccc1OC(F)F | 36% | -4% | 21% | -2% | 0% | 1%
COc1ccc(C(=O)C2CCCN(C(=O)c3c4c(nn3C)CCCC4)C2)cc1F (centres undefined) | u | 1% | -3% | -29% | 5% | 9%
CCCn1nnnc1NCc1ccc(SC)cc1 | 1% | -4% | u | 10% | 2% | -6%
Cc1ccc(CCNC(=O)CCS(=O)(=O)Cc2ccc(C)cc2)cc1 | 24% | 4% | -3% | 7% | 0% | -1%
Cc1ccc(S(=O)(=O)CCC(=O)Nc2cc(Cl)ccc2-n2cncn2)cc1 | -9% | 2% | u | 1% | x | 18µM*
CCCN1CCC(NC(=O)Cc2ccccc2OC)CC1 | 1% | -3% | -11% | 12% | 3% | 2%
Cc1sc2ncn(CC(=O)N(CC(=O)NC3CCCC3)Cc3cccs3)c(=O)c2c1C | 0% | 0% | u | -6% | -1% | -2%
CCOC(=O)C1(Cc2ccc(Cl)cc2)CCN(C2CCC2)CC1 | -1% | -5% | 0% | u | 8% | 4%
O=C(O)c1ccccc1C(=O)Nc1nc(-c2ccccc2)cs1 | 0% | 13% | 2% | 6% | 2% | 8%
Cc1c(N(C)C(=O)C23CC4CC(CC(C4)C2)C3)c(=O)n(-c2ccccc2)n1C | -23% | 0% | -4% | 23% | 3% | -2%
O=C(Nc1cccc(Cl)c1)Nc1ccccc1-n1ccnc1 | 12µM* | -1% | u | 12% | 5% | -11%
C=CCn1c(=O)c(CCC(=O)Nc2ccc(N3CCOCC3)cc2)nc2cc(C(F)(F)F)ccc21 | u | -8% | u | u | 7% | 0%
Cc1ccc(Cl)cc1N1CCN(C2CCCCC2NS(=O)(=O)c2ccccc2)CC1 (centres undefined) | 19% | -5% | u | 18% | 5% | 2%
C#CCOc1c(Cl)cc(/C=C2/C(=O)ON=C2C)cc1OCC | 23% | -3% | x | 1% | -8% | -35%

Retrieved by compound from above, 3 records:
SMILES | Pf growth 96h | Tb PYK inh | Pf growth 48h | HCV inh | LmPK inh | Sm TGR inh
COc1ccc(C(=O)C2CCCN(C(=O)c3c4c(nn3C)CCCC4)C2)cc1F (centres undefined) | u | 1% | -3% | -29% | 5% | 9%
O=C(Nc1cccc(Cl)c1)Nc1ccccc1-n1ccnc1 | 12µM* | -1% | u | 12% | 5% | -11%
Cc1ccc(CCNC(=O)CCS(=O)(=O)Cc2ccc(C)cc2)cc1 | 24% | 4% | -3% | 7% | 0% | -1%

(continued)
SMILES | Pf growth 96h | Tb PYK inh | Pf growth 48h | HCV inh | LmPK inh | Sm TGR inh
O=C(CSc1nnc(-c2ccccc2)o1)Oc1ccc(Br)cc1 | 22% | -3% | x | 18% | 0% | -15%
O=C(CCC(=O)N(CC(=O)NC1CCCC1)Cc1ccc2c(c1)OCO2)Nc1nccs1 | 8% | x | -8% | x | -8% | u
O=C(Nc1cccc2ncccc12)c1ccccc1F | 13% | 2% | 29% | 7% | 2% | -3%
Nc1cc(S(=O)(=O)Nc2cc(Cl)ccc2Cl)ccc1N1CCOCC1 | 4% | -21% | -12% | 3% | 1% | -22%
CC(C)(C)c1ccc(C(=O)NCC(=O)N/N=C/c2cccs2)cc1 | 19% | 1% | 4% | u | 3% | 10%
COc1cc(NS(C)(=O)=O)c(OC)cc1NC(=O)c1ccccc1 | x | -8% | -5% | 21% | 4% | -6%
COc1ccc(CC(=O)Nc2ccc(C(C)=O)cc2)cc1 | -15% | -11% | -25% | 3% | -2% | 0%[57.1 µM]
COc1ccc(Cn2nnnc2C(c2ccncc2)N2CCOCC2)cc1 (centres undefined) | u | -1% | 24% | 22% | 6% | 25µM*
Cc1nn(-c2ccccc2)c(C)c1C(=O)OCC(=O)c1c(N)n(CC(C)C)c(=O)n(C)c1=O | u | -5% | u | 5.6µM* | 6% | -12%
COc1ccc(-n2c(Cc3cccn3C)nnc2SCC(N)=O)cc1 | 13% | -8% | 1% | 6% | 0% | u
Cc1ccc(Cn2c(SCC(=O)NCc3ccco3)nc3ccsc3c2=O)cc1 | u | 1% | 13µM* | 4.5µM* | 6% | -30%
COc1ccccc1NS(=O)(=O)c1ccc(N/N=C/C=C/c2ccccc2[N+](=O)[O-])c([N+](=O)[O-])c1 | u | 2% | u | 34%[activator] | 0% | -10%
Cc1sc2ncn(CC(=O)NCc3ccco3)c(=O)c2c1-c1ccccc1 | 0% | 0% | 1% | -19% | 2% | u
Cc1ccc(C(C(=O)NC2CCCCC2)N(Cc2ccco2)C(=O)Cc2c[nH]c3ccccc23)o1 (centres undefined) | u | -2% | 13µM* | u | 6% | 1%
CCOc1ccc(CC(=O)NCCS(=O)(=O)N2CCN(c3ccccc3)CC2)cc1 | u | 5% | -15% | -1%[8.37 µM] | x | -9%
COc1cccc(CN2CCN(Cc3cc(OC)c(OC)cc3OC)CC2)c1 | 5% | 2% | -22% | -8% | -8% | 0%
Cc1nn(CCOc2ccccc2)c(=O)n1-c1cccc(F)c1 | 71%[activator] | -7% | 38%[activator] | 13% | 1% | 2%
